NCI-60 one-dose screen, 48 h, at 10 µM unless noted. Numbers give growth in % (100 = growth as untreated, 0 = no growth, -100 = all killed).
HT29 = HT29 colon cancer. 81,000 compounds, 7.4% hits. AID 1794748
HCT-116 = HCT-116 colon cancer; 82,000 compounds, 7.3% hits
UO-31 = UO-31 renal cancer | 81,000 compounds, 5.2% hits | AID 1794768
HCT-15 = HCT-15 colon cancer; 82,000 compounds, 5.2% hits
786-0 = 786-0 renal cancer cells; AID 1794775; 81,000 compounds, 5.1% hits
HCC-2998 = HCC-2998 colon cancer | 79,000 compounds, 4.7% hits
SN12C = SN12C renal cancer cells | AID 1794767 | 81,000 compounds, 3.8% hits
SW-620 = SW-620 colon cancer. 82,000 compounds, 5.2% hits
TK-10 = TK-10 renal cancer cells; 81,000 compounds, 3.9% hits
* = called active by the depositor; · = not tested or not shown. The calls were made as follows: active = growth percent below 10; inactive = the rest.

SMILES	HT29	HCT-116	UO-31	HCT-15	786-0	HCC-2998	SN12C	SW-620	TK-10
COc1ccc(-c2cc(/C=C3\C(=O)Nc4ccccc43)[nH]n2)cc1OC	96	108	69	91	104	111	100	107	101
CN(C)c1ccc(NC(=O)C(c2ccccc2)c2ccccc2)cc1	93	90	80	97	104	105	101	107	107
Clc1ccccc1Nc1nnc(-c2c[nH]c3ccccc23)o1	2.1*	8.3*	33	26	36	6.6*	27	29	69
CC1(C)C(=O)C(C)(C)C1=O	114	107	78	99	109	106	96	112	110
CCCCCCCCCCCC(=O)OC(C)C(=O)NC(C)(C)CC(C)(C)C (stereo not given)	106	93	86	89	97	93	103	92	101
N#Cc1ccnc2ccccc12	111	100	82	95	100	106	99	104	97
C=CCOc1ccc(/C=C2\SC(=S)N(CCc3ccc(O)cc3)C2=O)cc1	88	100	61	83	100	114	84	89	106
CC(=O)Oc1cccc(-n2c(O)c(C=Nc3cccnc3)sc2=S)c1	106	105	66	97	95	99	94	102	101
Cc1[nH][nH]c2nc3nc(=S)sc3c(-c3ccc(Cl)cc3)c12	98	95	74	83	101	96	95	93	137
COC(=O)CCC(CCC(=O)OC)(CCC(CCC(=O)OC)(CCC(=O)OC)[N+](=O)[O-])[N+](=O)[O-]	112	95	91	102	97	100	97	113	100
CC(C)Cc1ccc(C(C)c2nnc(Nc3nc4ccccc4s3)s2)cc1 (stereo not given)	116	96	70	103	94	107	90	96	103
CCc1nc2cc(/C=C/C(=O)NO)ccc2c(=O)n1CCc1ccc(F)cc1	8.3*	3.2*	-16*	25	-23*	32	0.8*	6.3*	-12*
Cc1sc2nc(/C(C#N)=C(\O)c3ccc(F)cc3)[nH]c(=O)c2c1C	90	106	104	97	106	93	95	94	102
Nc1ccc(C(=O)Nc2nc3c(s2)C[C@@H](NC(=O)c2cc(Br)c(Br)[nH]2)CC3)nc1	86	70	52	50	78	84	65	87	115
Cn1c(=O)c2c(ncn2CN2CCOCC2)n(C)c1=O	101	108	80	107	95	99	101	107	102
CC1(C)N=C(N)N=C(N)N1c1ccc(N(CCO)CCO)cc1	107	108	90	103	109	110	111	106	105
CCOC(=O)NC1=NCC(C)(C)S1	91	105	87	104	104	98	94	103	98
Cc1cc(C)c(Cc2ccccc2O)cc1Cc1ccccc1O	104	84	56	82	79	94	·	106	101
CCOC(=O)c1c(NC(=O)c2ccc(C(C)C)cc2)sc2cc(O)ccc12	100	74	67	71	92	109	88	84	136
CNCc1cccc2c1OCCCCCCC(C)(O)CC(C)(C)S(=O)(=O)c1ccc(cc1)-c1cnc(N)c(n1)C(=O)N2 (stereo not given)	-8.7*	-82*	24	-21*	-12*	-6.0*	17	5.1*	65

Arranged by SMILES length (lowest first): 3 of the compounds above
SMILES	HT29	HCT-116	UO-31	HCT-15	786-0	HCC-2998	SN12C	SW-620	TK-10
Clc1ccccc1Nc1nnc(-c2c[nH]c3ccccc23)o1	2.1*	8.3*	33	26	36	6.6*	27	29	69
CN(C)c1ccc(NC(=O)C(c2ccccc2)c2ccccc2)cc1	93	90	80	97	104	105	101	107	107
CCCCCCCCCCCC(=O)OC(C)C(=O)NC(C)(C)CC(C)(C)C (stereo not given)	106	93	86	89	97	93	103	92	101

(list continues)
SMILES	HT29	HCT-116	UO-31	HCT-15	786-0	HCC-2998	SN12C	SW-620	TK-10
CNCCOCc1ccccc1	100	104	91	97	94	116	105	112	95
OC1(C(Cl)(Cl)Cl)CCCCC1	97	95	68	·	98	130	106	109	107
C[C@H](CSC(=O)c1ccccc1)C(=O)N1c2ccccc2C[C@H]1C(=O)O	97	100	81	107	108	98	98	107	105
Cc1ccc(NC(=O)Nc2ccc(C)cc2)cc1	98	99	98	95	102	96	104	116	97
CCSc1oc(-c2ccccc2)nc1S(=O)(=O)c1ccccc1	108	88	64	86	103	111	101	97	109
COc1cc(/C=N/N=C(N)N)ccc1O	103	98	91	114	104	108	107	101	120
NC(N)=N/C(N)=N/NC(=O)c1ccncc1	98	100	96	104	96	103	103	107	102
C=CCSc1nnc(-c2ccc(C(C)(C)C)cc2)n1-c1cccc(C(F)(F)F)c1	26	13	·	18	30	51	29	46	51
CC1(C)CC(Nc2nc3sc4c(c3c(=O)[nH]2)CCCC4)CC(C)(C)N1	88	86	92	103	91	106	93	94	82
Cc1ccc(-c2nc(C#N)c(S(=O)(=O)n3nc(-c4ccccc4)cc3N)o2)cc1	56	63	92	68	84	112	90	32	18
O=C1CC(c2cc3ccc4ccccc4c3[nH]c2=O)Nc2ccccc21 (stereo not given)	99	93	95	97	96	108	91	96	116
COc1cc2c3c(n(C)c2cc1OC)C(=O)c1cccn1-3	85	78	·	83	77	102	76	77	82
O=c1[nH][n+](-c2no[n+]([O-])c2-c2ccccc2)no1	113	104	94	99	107	116	107	97	139
COc1ccc(Oc2nc(Nc3ccc(N4CCOCC4)cc3)ncc2NC(N)=O)cc1	98	88	83	106	103	104	98	92	113
Cc1c(O)cc(-c2csc(Nc3ccc(Br)cc3)n2)c(O)c1C	115	105	76	97	111	108	103	105	117
Nc1cc[n+](CC(=O)N2CCN(c3cc4c(cc3F)c(=O)c(C(=O)O)cn4C3CC3)CC2)cc1	107	109	79	97	99	114	108	98	104
C#CC1(OC(C)=O)CCCCC1	90	84	95	101	94	114	98	109	104
C1CNC(C2=NCCN2)=N1	102	97	90	108	103	92	102	100	103
COc1ccc(CSc2nc3cc(OC)c(OC)cc3c(=O)n2-c2ccc(OC)cc2)cc1	125	106	85	102	109	114	99	101	120
CCCCOc1ccc(Br)cc1	·	106	112	118	106	111	105	114	114
Cc1cc2c(c(C)c1Cl)C(=O)/C(=C/c1ccc(N(C)C)cc1)O2	102	101	66	66	106	111	96	84	124
CCn1c(SCC(=O)Nc2cccc(C(=O)/C=C/c3ccc(C)cc3)c2)nc2ccccc2c1=O	66	11	59	49	94	79	88	51	120
O=C1c2ccccc2C(=O)c2c1oc1c2c(=O)[nH]c2ccc(Cl)cc21	66	-12*	-55*	-31*	2.5*	65	-26*	-53*	-42*
COc1ccc(-c2cc(-c3c(C)oc4cc5occc5c(OC)c4c3=O)nc(N)c2C#N)cc1OC	67	54	45	56	83	98	78	57	77
C=C1[C@H](OC(=O)C(C)C)[C@@H](OC(C)=O)[C@@H](OC(=O)c2cccnc2)C(C)(C)/C=C/[C@@H](C)C(=O)[C@@]2(O)C[C@H](C)[C@H](OC(=O)C(C)C)[C@@H]2[C@H]1OC(C)=O	89	97	64	97	97	101	99	104	83
CCOC(=O)c1sc2c(c1C)c(=O)nc1c(C(=O)OCC)n[nH]n12	102	103	79	123	95	89	119	104	125
COc1ccc(-c2nn(C(=O)NCCN3CCCCC3)cc2-c2ccncc2)cc1Cl	84	100	93	104	90	103	95	103	52
O=Cc1ccc(-n2cc(Cc3cc(Cc4cn(-c5ccc(C=O)cc5)nn4)c(Cc4cn(-c5ccc(C=O)cc5)nn4)cc3Cc3cn(-c4ccc(C=O)cc4)nn3)nn2)cc1	98	93	93	106	92	110	106	105	108
N#Cc1ccc2c3cccc4[nH]c(=O)nc(c5cccc1c25)c43	99	96	80	100	102	108	94	103	93
CSc1nn2c(-c3cc4cc(Br)ccc4oc3=O)ccnc2c1C#N	114	94	90	102	101	102	102	103	157
Cc1ccc(-n2cc(/C=C/C(=O)c3ccc(Br)cc3)c(-c3ccc(S(C)(=O)=O)cc3)n2)cc1	92	70	76	76	91	104	96	97	126
C[N+]1=C(/C=C/c2ccc(O)cc2I)C(C)(C)c2ccccc21	80	88	75	86	89	103	·	81	97
N#CC1=C(N)Oc2c(cnn2-c2ccc([N+](=O)[O-])cc2[N+](=O)[O-])C1c1ccccc1 (stereo not given)	110	100	80	93	114	101	101	96	99
CCCSc1cc(SCCC)nc(N)n1	·	105	91	100	90	99	90	96	98
O=C(CCCn1c2c(sc3ccccc32)c(=O)n2nnc(-c3ccccc3)c12)NCCc1cnc[nH]1	-100*	-100*	-90*	-63*	-85*	26	1.8*	-85*	-89*
COc1cccc(-c2nn(C)c3sc(C(=O)NCCN4CCN(c5ccccc5F)CC4)cc23)c1	17	34	66	29	58	-41*	61	75	84
O=C1/C(=C2/C=Nc3ccccc32)N(O)c2ccccc21	100	50	58	50	104	113	75	75	129
COc1ccccc1CC(=O)c1ccccc1OC	115	106	82	99	109	127	100	104	102
Clc1ccc2nn3c4ccccc4c(OCCN4CCOCC4)nc3c2c1	95	89	49	90	81	107	88	88	85
CN1C(=O)/C(=C2\SC(=Nc3ccccc3)N(Nc3ccccc3)C2=O)c2ccccc21	119	104	61	105	107	113	98	98	148
O=S1(=O)CCN(Cc2ccccc2)CC1	103	88	103	93	95	101	101	103	94
Cn1cc(C2=C(c3coc4ccc(F)cc34)C(=O)N(O)C2=O)c2ccccc21	100	84	51	93	87	114	99	93	139
CNC(=O)c1cc(Oc2ccc(NC(=O)Nc3ccc(Cl)c(C(C)C)c3)c(F)c2)ccn1	45	34	61	72	81	62	·	76	83
CCCCSc1ncnc2[nH]ncc12	102	99	88	100	109	94	100	105	93
CCOC(=O)C(/C=N/C(N)=O)=C(\C)O	86	104	106	110	98	103	92	106	98
CC(Sc1nc2ccccc2c(=O)n1CCc1ccc(S(N)(=O)=O)cc1)C(=O)Nc1ccc(F)cc1 (stereo not given)	109	102	76	95	104	110	93	106	91
Cc1ccc(NC(=O)CN2C(=O)/C(=C3\SC(=S)N(CCCCCCCCCCC(=O)O)C3=O)c3ccccc32)c(C)c1	107	95	86	90	103	107	95	102	110
CC(=O)Nc1ccc2nc(NC(=O)c3ccc(OC(C)=O)cc3)sc2c1	95	88	66	88	91	101	87	82	·
CCC(CC)CC1CCCCC1=O (stereo not given)	102	98	93	111	97	101	·	102	111
[O-]/[N+](=C\c1ccc(Cl)cc1Cl)c1ccccc1	112	100	83	103	105	104	93	91	133
CCOC(=O)CSc1nc2sc3c(c2c(=O)n1-c1ccccc1)CCCCC3	102	97	84	104	109	114	95	98	102
COc1cc([N+](=O)[O-])c2nc(C(=O)O)ccc2c1	·	114	100	105	124	121	100	125	109
NC(=O)c1cc2c3ccccc3ccn2c1-c1ccccc1	7.4*	-33*	32	4.1*	17	-6.3*	28	34	48

By substructure: the compounds so far containing an aryl methoxy group
SMILES	HT29	HCT-116	UO-31	HCT-15	786-0	HCC-2998	SN12C	SW-620	TK-10
COc1ccc(-c2cc(/C=C3\C(=O)Nc4ccccc43)[nH]n2)cc1OC	96	108	69	91	104	111	100	107	101
COc1cc(/C=N/N=C(N)N)ccc1O	103	98	91	114	104	108	107	101	120
COc1cc2c3c(n(C)c2cc1OC)C(=O)c1cccn1-3	85	78	·	83	77	102	76	77	82
COc1ccc(Oc2nc(Nc3ccc(N4CCOCC4)cc3)ncc2NC(N)=O)cc1	98	88	83	106	103	104	98	92	113
COc1ccc(CSc2nc3cc(OC)c(OC)cc3c(=O)n2-c2ccc(OC)cc2)cc1	125	106	85	102	109	114	99	101	120
COc1ccc(-c2cc(-c3c(C)oc4cc5occc5c(OC)c4c3=O)nc(N)c2C#N)cc1OC	67	54	45	56	83	98	78	57	77
COc1ccc(-c2nn(C(=O)NCCN3CCCCC3)cc2-c2ccncc2)cc1Cl	84	100	93	104	90	103	95	103	52
COc1cccc(-c2nn(C)c3sc(C(=O)NCCN4CCN(c5ccccc5F)CC4)cc23)c1	17	34	66	29	58	-41*	61	75	84
COc1ccccc1CC(=O)c1ccccc1OC	115	106	82	99	109	127	100	104	102
COc1cc([N+](=O)[O-])c2nc(C(=O)O)ccc2c1	·	114	100	105	124	121	100	125	109
